# Source: PubChem (several laboratories)
# MOR-DOR ag: agonists of human mu-delta opioid receptor heterodimerization | P35372+P41143 | cells, OPRM1-OPRD1 heterodimerization, luminescence | activation, % at 9.3 µM | 0.3% of 340,000 active | AID 504326; in the data active = activation above about 18%;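 note: 0% = vehicle-treated cells and 100% = reference agonist; values of inactives mirror those of a sister screen read the other way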
# Target sequence (P35372 whole entry, looked up): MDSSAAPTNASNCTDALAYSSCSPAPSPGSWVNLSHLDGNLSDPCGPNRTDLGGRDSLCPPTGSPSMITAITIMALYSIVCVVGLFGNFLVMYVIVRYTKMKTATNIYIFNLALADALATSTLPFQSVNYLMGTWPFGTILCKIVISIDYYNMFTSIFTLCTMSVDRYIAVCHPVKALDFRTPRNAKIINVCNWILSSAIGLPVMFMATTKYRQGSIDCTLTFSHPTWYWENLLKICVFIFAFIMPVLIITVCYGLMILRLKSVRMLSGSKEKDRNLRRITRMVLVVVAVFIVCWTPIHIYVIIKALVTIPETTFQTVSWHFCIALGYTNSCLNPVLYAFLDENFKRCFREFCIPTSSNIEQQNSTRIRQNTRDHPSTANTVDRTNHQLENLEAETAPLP
# Target sequence (P41143 whole entry, looked up): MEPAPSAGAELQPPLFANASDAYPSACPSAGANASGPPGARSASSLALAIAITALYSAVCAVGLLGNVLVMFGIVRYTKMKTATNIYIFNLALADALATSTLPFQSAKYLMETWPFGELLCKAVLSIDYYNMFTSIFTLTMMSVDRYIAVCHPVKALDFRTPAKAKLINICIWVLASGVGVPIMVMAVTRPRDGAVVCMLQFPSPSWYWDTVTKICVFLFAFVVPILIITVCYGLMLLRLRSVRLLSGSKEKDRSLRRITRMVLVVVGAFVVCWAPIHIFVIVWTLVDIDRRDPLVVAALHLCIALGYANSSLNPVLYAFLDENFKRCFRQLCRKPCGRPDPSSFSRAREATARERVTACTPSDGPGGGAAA
# LANA DNA inh: inhibitors of KSHV LANA C-terminal domain DNA binding; inhibition, % at 9 µM; MBP-C-LANA/FAM-LBS DNA binding, fluorescence polarization; 0.078% of 340,000 active;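 active = highest replicate inhibition at or above 60% at 9 µM, even if other replicates fall short; inactive = all replicates below 60% inhibition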;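 note: 0% = neutral control wells and 100% = 4 µM acridine orange control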
# Arr AP2 block: blocks beta-arrestin peptide binding to AP2 adaptin | FITC-arrestin peptide / GST-AP2 beads, flow cytometry; AP2 beta2 appendage carries R879A mutation | inhibition, % at 10 µM | 0.31% of 340,000 active;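 active = inhibition above a set limit, near 3 SD of compounds lacking own fluorescence, cut at about 54% in these data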;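 note: plate controls were DMSO wells for no effect and 5 µM unlabelled arrestin peptide for full effect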
#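 System: GST-AP2 R879A glutathione beads | Also added: FITC-arrestin peptide, 50 nM | Times: 12 min plus 1 h, RT | Signal: Bead flow cytometry, FITC channel | Buffer or medium: PBS with 0.05% Tween 20 and 0.1% BSA | Read-out basis: Percent drop in bead-associated FITC signal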
# MOR-DOR inv ag: mu-delta opioid heterodimer inverse agonism; P35372+P41143; AID 504357; inhibition, % at 9.3 µM; 0.21% of 340,000 active; cell-based MOR-DOR heterodimer luminescence; in the data active = inhibition above about 22%, passing the limit was not always enough;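 note: 0% = cells with DMSO and 100% = wells without cells with DMSO; values of inactives mirror those of a sister screen read the other way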
# Cardiac RTF inh: cardiac RTF calcium desensitization. P19429+P45379. inhibition, % at 7.15 µM. 0.12% of 340,000 active. IANBD-labeled cardiac RTF, Ca2+ fluorescence;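 active = inhibition above the mean inhibition of all tested compounds plus 3 SD, cut at about 17% in these data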;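 note: assay run at fixed EC70 calcium of 1.6 mM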
# Keap1 Nrf2 FP: inhibitors of human Keap1-Nrf2 protein-protein interaction | Q14145 | Keap1 Kelch-Nrf2 peptide fluorescence polarization, 1536-well | inhibition, % at 9.4 µM | 0.15% of 340,000 active | AID 504523; in the data active = inhibition above about 12%;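 note: human Keap1 Kelch domain with fluorescein labeled Nrf2 9mer peptide probe; 0% = neutral control wells and 100% = peptide positive control; higher means more block of Keap1 binding to Nrf2 peptide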
# Wnt act: Wnt/beta-catenin pathway activation | Wnt/beta-catenin reporter cell assay, activator, plate reader | activation, % at 9.35 µM | 1.2% of 300,000 active | AID 743398; in the data active = activation above about 30%, passing the limit was not always enough;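 note: 0% = neutral control wells and 100% = positive control wells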
# Pemphigus Ab inh: inhibitors of pemphigus antibody binding to human desmoglein-3; binding (percent of control), % at 10 µM; 0.48% of 310,000 active; P32926; AID 588358; DSG3-coupled beads, scFv-anti-DSG3-GFP binding, flow cytometry; stronger effect = lower value;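 active = binding more than 3 SD below its plate's average and above zero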;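 note: hits lower antibody fragment binding to DSG3; some compounds called inactive have numbers as strong as hits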
# RTF Ca sens act: cardiac RTF calcium sensitization. P19429+P45379. IANBD-labeled TnC RTF fluorescence at EC20 calcium; 0% EC20 calcium, 100% full calcium. activation, % at 7.2 µM. 0.24% of 340,000 active. AID 493008;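 active = activation above the mean over all tested compounds plus 3 SD, cut at about 30% in these data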;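 note: rise in fluorescence read as greater calcium sensitivity of cardiac thin filaments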
# V-ATPase pHluor: alters yeast V-ATPase proton transport. S. cerevisiae, pHLuorin cytosolic pH fluorescence. response, % at 10 µM. 0.37% of 350,000 active. AID 504577; in the data active = response mostly above about 7.3%, no sharp cut-off; inactive = mostly below about 5.4%; note: actives read high; inactives centre near 0; some compounds called inactive have numbers as strong as hits; reference of the scale not given here
# Numbers without * were called inactive; nt = no result given. Random draw from the library, and some 3.1% of all compounds hit somewhere here.
# Order of results – Arr AP2 block	V-ATPase pHluor	Pemphigus Ab inh	Wnt act	MOR-DOR inv ag	Keap1 Nrf2 FP	Cardiac RTF inh	LANA DNA inh	MOR-DOR ag	RTF Ca sens act
Cc1cccc(C(=O)N2CC3(C)CC2CC(C)(C)C3)c1 (centres undefined)
→ -2	1	88	nt	10	4	-22	-0.4	-1.9	2
CCc1nnc(NC(=O)c2cccc(S(=O)(=O)N3CCN(c4ccccc4)CC3)c2)s1
→ 5	-2	101	nt	-1	-4	5	1.0	0.1	1
CC(C)C1=NN2C(=N)CC(=O)N=C2S1
→ 26	3	83	0	4	1	-3	0.9	-0.6	2
CN(c1ccccc1)S(=O)(=O)c1ccc(Cl)c(C(=O)OCC(=O)NCc2ccco2)c1
→ -17	-1	96	2	4	-9	1	0.8	-0.7	-1
COc1cc(C2NC(=O)NC3=C2C(=O)OC3)cc(OC)c1OC (centres undefined)
→ -3	0	102	3	-2	0	-8	3.1	0.5	5
CC1(C)CCC(=O)N2CC[C@H]3C[C@H](OC(=O)Nc4ccc5c(c4)OCO5)C[C@@H]1[C@H]32
→ -11	1	103	14	16	2	7	1.0	-3.5	-1
COc1cc(/C=C(/C#N)c2nc3ccccc3[nH]2)ccc1OCC(=O)Nc1ccccc1C(C)C
→ -8	2	108	nt	5	1	-9	-0.2	-0.9	-6
O=C(CCc1nc2ccccc2c(=O)[nH]1)Nc1cccc(S(=O)(=O)N2CCCCC2)c1
→ 27	-3	99	3	11	0	0	1.3	-2.0	-1
COc1ccc(/C(C)=N/Nc2ccc(C(=O)O)cc2)c(OC)c1
→ 8	-1	100	9	18	-4	-1	0.1	-2.9	3
O=C(OCCOCCN=C1NS(=O)(=O)c2ccccc21)c1ccccc1Br
→ 15	-3	94	0	7	-4	1	1.2	-1.1	-5
COc1cc(/C=C/C(=O)O)cc(S(=O)(=O)Nc2ccc(F)cc2)c1OC
→ 28	1	104	nt	0	-3	-19	-1.1	0.1	6
O=C(CN(c1ccc2c(c1)OCCO2)S(=O)(=O)c1ccccc1)NCC1CCCO1 (centres undefined)
→ 24	-1	nt	2	17	3	-15	1.2	-3.0	-6
CC1CN(CC(O)COc2ccc(C(=O)c3ccccc3)cc2)CC(C)O1 (centres undefined)
→ 6	2	72	6	17	0	-13	1.4	-3.1	-1
O=C(COc1ccc(Cl)cc1)NCc1nnc(SCC(=O)NC2CCCCC2)o1
→ 11	1	nt	-3	11	-2	-8	0.0	-1.8	-1
Cc1nc(-c2ccc(C(=O)Nc3cccc(Br)c3)cc2)cs1
→ 0	2	106	-32	-24	-4	-35	2.0	3.3	0
O=C(Cn1nc(Cl)nc1Cl)c1ccc([N+](=O)[O-])cc1
→ 5	2	98	-2	-34	-1	3	2.4	7.2	-1
CCOC(=O)Cn1c(=O)oc2cc(S(=O)(=O)N3CCCC(C(=O)OCC)C3)ccc21 (centres undefined)
→ 4	6	108	-1	9	1	-6	-0.6	-1.8	-5
O=C(O)CSCNC(=O)CC12CC3CC(CC(C3)C1)C2
→ 21	-5	nt	-8	11	-2	8	-1.1	-1.8	4
CCOc1cc([C@H]2[C@@H]3CCCC[C@]3(O)CCN2CC(=O)NCc2ccco2)ccc1O
→ -2	0	89	-2	-2	0	-2	-1.7	0.5	3
Cc1ccc(C(=O)N2c3ccc(F)cc3CCC2C)o1 (centres undefined)
→ -2	2	nt	-4	0	-2	6	-1.1	0.0	8

# Part of the list above, field by field:
CC1(C)CCC(=O)N2CC[C@H]3C[C@H](OC(=O)Nc4ccc5c(c4)OCO5)C[C@@H]1[C@H]32
  Arr AP2 block: -11
  V-ATPase pHluor: 1
  Pemphigus Ab inh: 103
  Wnt act: 14
  MOR-DOR inv ag: 16
  Keap1 Nrf2 FP: 2
  Cardiac RTF inh: 7
  LANA DNA inh: 1.0
  MOR-DOR ag: -3.5
  RTF Ca sens act: -1
COc1cc(/C=C(/C#N)c2nc3ccccc3[nH]2)ccc1OCC(=O)Nc1ccccc1C(C)C
  Arr AP2 block: -8
  V-ATPase pHluor: 2
  Pemphigus Ab inh: 108
  Wnt act: nt
  MOR-DOR inv ag: 5
  Keap1 Nrf2 FP: 1
  Cardiac RTF inh: -9
  LANA DNA inh: -0.2
  MOR-DOR ag: -0.9
  RTF Ca sens act: -6

# Back to the main list; the 6 compounds before the break are reprinted first.
# Order of results – Arr AP2 block	V-ATPase pHluor	Pemphigus Ab inh	Wnt act	MOR-DOR inv ag	Keap1 Nrf2 FP	Cardiac RTF inh	LANA DNA inh	MOR-DOR ag	RTF Ca sens act
Cc1nc(-c2ccc(C(=O)Nc3cccc(Br)c3)cc2)cs1
→ 0	2	106	-32	-24	-4	-35	2.0	3.3	0
O=C(Cn1nc(Cl)nc1Cl)c1ccc([N+](=O)[O-])cc1
→ 5	2	98	-2	-34	-1	3	2.4	7.2	-1
CCOC(=O)Cn1c(=O)oc2cc(S(=O)(=O)N3CCCC(C(=O)OCC)C3)ccc21 (centres undefined)
→ 4	6	108	-1	9	1	-6	-0.6	-1.8	-5
O=C(O)CSCNC(=O)CC12CC3CC(CC(C3)C1)C2
→ 21	-5	nt	-8	11	-2	8	-1.1	-1.8	4
CCOc1cc([C@H]2[C@@H]3CCCC[C@]3(O)CCN2CC(=O)NCc2ccco2)ccc1O
→ -2	0	89	-2	-2	0	-2	-1.7	0.5	3
Cc1ccc(C(=O)N2c3ccc(F)cc3CCC2C)o1 (centres undefined)
→ -2	2	nt	-4	0	-2	6	-1.1	0.0	8
O=S(=O)(c1ccccc1)c1nc(-c2ccccc2F)oc1NCc1cccnc1
→ 6	-2	92*	0	8	-2	-8	0.0	-1.6	5
Cc1cc(C)c(C#N)c(SCC(=O)Nc2ccc(S(=O)(=O)Nc3ncccn3)cc2)n1
→ 3	4	112	-1	12	-5	-8	0.5	-3.0	6
O=C(NCC1CCCN(C(=O)CN2CCCCC2)C1)c1ccccc1Cl (centres undefined)
→ 25	2	88	-2	9	-1	-16	0.8	-1.8	2
c1ccc2[nH]c(-c3ccc4c(c3)OCO4)nc2c1
→ 13	-2	97	-1	nt	nt	nt	nt	nt	nt
CCOc1ccc(C(=O)CCC(=O)N2CCN(c3ncccn3)CC2)cc1
→ 31	-1	107	-1	14	2	-4	-3.8	-2.9	-2
Nc1ccc2c(C(F)(F)F)cc(=O)oc2c1
→ 2	-1	92	0	12	2	-5	1.9	-2.1	0
CCOc1ccc(S(=O)(=O)N2CCC(C(=O)NCC3CCCO3)CC2)cc1C (centres undefined)
→ 10	5	113	-1	6	-9	-8	0.1	-1.1	-1
CC1CC(O)(CC(O)(c2ccccc2)c2ccccc2)C(C)CN1C (centres undefined)
→ -14	4	95	-1	16	0	-3	1.2	-3.6	1
Cc1ccc(Nc2nc(N)[nH]c(=O)c2N=O)cc1
→ 12	-1	113	1	9	2	-2	-1.6	-1.7	2
CCOc1ccc(CCNC(=O)CCS(=O)(=O)c2ccc(Br)cc2)cc1OCC
→ -5	-1	100	-1	1	-5	-8	4.5	-0.3	-2
COc1ccc([N+](=O)[O-])cc1NC(=O)CS(=O)(=O)c1ccc(C)cc1
→ 5	-3	104	-1	12	1	1	2.4	-2.3	6
C/C(=N\NC(=O)c1cc([N+](=O)[O-])cc([N+](=O)[O-])c1)c1ccco1
→ 15	6	100	-1	-79	0	-6	-2.1	15	-3
CCOC(=O)c1ccc(NC(=O)NNC(=O)CCc2ccc(OC)cc2)cc1
→ 48	-1	100	2	17	0	-1	-1.6	-3.3	0
CN(C)S(=O)(=O)c1cccc(NC(=S)N/N=C/c2cccc(O)c2)c1
→ 7	11	84	2	10	4	-15	-0.9	-1.7	-3
O=C(CCC1CCCCC1)Nc1ccc(C(=O)c2ccncc2)cc1
→ 13	-5	104	-2	-3	1	1	3.9	0.7	0
COc1cc(/C=C(/NC(=O)c2ccccc2)C(=O)Nc2ccc(O)cc2)c([N+](=O)[O-])cc1OC
→ -3	-2	97	0	7	2	-1	1.2	-1.2	8
Nc1c(C(=O)N/N=C/c2cccnc2)oc2nc(-c3ccccc3)cc(-c3ccco3)c12
→ 6	-2	92	4	nt	-6	nt	1.4	nt	nt
Nc1ccc(Nc2ccc([N+](=O)[O-])cc2[N+](=O)[O-])cc1
→ 18	4	94	1	-21	-5	-23	-0.5	2.9	1
COc1cccc2cc(C(=O)Nc3ccc(F)cc3)c(=Nc3ccc(C(=O)O)cc3)oc12
→ 15	-1	nt	13	6	-1	-4	1.4	-1.2	2
O=S(=O)(NCCS(=O)(=O)N1CCN(c2ccccc2)CC1)c1ccc(F)cc1
→ 30	-2	100	-1	-10	1	-9	1.0	1.4	-13
OC1(C(F)(F)F)CC(c2ccc3ccccc3c2)=NO1 (centres undefined)
→ 17	0	114	2	-18	-1	-10	-1.4	3.3	3
COc1ccc(C(=O)NC(C)c2cc(OC)c(OC)cc2Br)cc1 (centres undefined)
→ 3	1	96	nt	7	3	-4	-0.7	-1.4	-2
CC1CC(C)CN(S(=O)(=O)N2CCCC(C(=O)NCCCN3CCCCC3C)C2)C1 (centres undefined)
→ -14	2	99	-2	19	-3	2	-0.8	-3.8	1
Cc1ccc(S(=O)(=O)N2CCN(C3CC(=O)N(Cc4ccccc4)C3=O)CC2)cc1C (centres undefined)
→ 27	0	104	0	-3	-3	-4	-0.2	0.6	10
Cc1ccc(C2(CCN)CCOC(C(C)C)C2)cc1 (centres undefined)
→ 4	4	102	-1	-29	-8	-7	0.3	5.4	11
O=C(O)c1ccc(CNCc2cccc(Cl)c2)cc1
→ 16	1	97	-1	18	-1	-5	0.6	-3.2	-4
O=C(NCc1ccccc1)C(c1ccco1)N(C(=O)c1ccccn1)c1ccccc1 (centres undefined)
→ -6	-1	nt	-3	-5	5	-2	2.0	0.7	-4
C[C@H]1CN([C@@H](C)CO)C(=O)c2cc(NC(=O)C3CCCCC3)ccc2O[C@H]1CN(C)S(=O)(=O)c1ccccc1
→ 9	5	107	-4	24	-5	-3	2.8	-4.3	3
COc1ccccc1N1CCN(S(=O)(=O)c2cc3[nH]c(=O)c(=O)[nH]c3cc2C)CC1
→ -7	1	98	-3	19	-2	-1	1.1	-3.6	-5
COc1ccc(NC(=O)CSc2nc3nc(C)cc(C)c3c(=O)[nH]2)cc1
→ 6	3	101	2	8	-2	-10	0.0	-1.6	2
COc1ccc(CNC(=O)Nc2cccc(C)c2)cc1
→ -3	2	97	35*	0	-6	-7	-1.3	0.0	6
Cc1cc(C)cc(NC(=O)CSc2nc(CSc3ccc(Cl)cc3)cc(=O)[nH]2)c1
→ 11	-3	98	0	9	-1	8	-0.4	-1.6	-2
CC(C)CC(=O)Nc1ccc2c(c1)nc(CCN1CCCCC1)n2C
→ 40	-2	84	2	13	1	2	1.9	-2.3	0
